Assay outcomes as filed in PubChem.
Salmonella PhoP GFP: PhoP regulon inhibitors, Salmonella typhi PhoP promoter GFP reporter, confirmatory (AID 1850); 310,000 tested, 0.33% active; Salmonella Typhi PhoP-promoter GFP reporter, fluorescence, 4 h; higher % means a stronger effect; one-dose inhibition, % at 50 µM; IC50 in µM for titrated hits; in the data active means a potency from the dose series;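 further: 0% = induced wells with vehicle and 100% = uninduced wells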
M. tuberculosis HTS: M. tuberculosis growth inhibition, HTS (AID 449762) | M. tuberculosis H37Rv growth inhibition, 7H9 media; higher % means a stronger effect | inhibition, % at 25 µM; hits with a dose series show IC50 in µM | 330,000 tested, 0.59% active; in the data active means a potency from the dose series;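 further: bacterial growth assessed after seven days of incubation; strong numbers were not always called active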
H1N1 NS1A inhibition: NS1A inhibition, H1N1 influenza, cell based functional assay (AID 504329) | 340,000 tested, 0.3% active | NS1A functional cell-based assay, percent inhibition; higher % means a stronger effect | one-dose inhibition, % at 12.5 µM; IC50 in µM for titrated hits; in the data active means a potency from the dose series; further: strong numbers were not always called active
VEEV TC-83 Vero: inhibitors of VEEV TC-83 cytopathic effect, confirmation, Vero cells (AID 588727); Vero cells, VEEV TC-83 cytopathic effect inhibition; higher % means a stronger effect; one-dose inhibition, % at 20 µM; IC50 in µM for titrated hits; 350,000 tested, 0.13% active; in the data active means a potency from the dose series; further: strong numbers were not always called active
M. tuberculosis: growth inhibition of non-replicating M. tuberculosis (AID 488890). Mycobacterium tuberculosis non-replicating, growth inhibition; higher % means a stronger effect. one-dose inhibition, % at 25 µM; IC50 in µM for titrated hits. 320,000 tested, 0.39% active; in the data active means a potency from the dose series;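 further: plate controls were DMSO cells for no effect and high antibiotic wells for full effect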
VEEV TC-83 Vero 10K pilot screen: recorded beside VEEV TC-83 Vero, whose call it bears; inhibition, %; measured here: 10K pilot screen inhibition
Starred values were filed as active, the others as inactive; i = inactive; x = no result given. An unsorted share of the library, and some 1.4% of all compounds hit somewhere here.

SMILES | Salmonella PhoP GFP | M. tuberculosis HTS | H1N1 NS1A inhibition | VEEV TC-83 Vero | M. tuberculosis | others
Cc1c(Br)c([N+](=O)[O-])nn1CC(=O)Nc1ccc(C(N)=O)cc1 | 0% | -4% | -6% | 1.5% | 1%
O=C(COC(=O)c1ccc2ccccc2c1)Nc1ncc(C(F)(F)F)cc1Cl | -1% | -5% | -2% | 0.6% | 5%
Cc1ccc(NC(=O)COC(=O)c2ccco2)cc1C | x | 6% | -16% | 1.8% | 52%
O=C1OC(c2ccc(Br)cc2)=N/C1=C\N1CC2CC(C1)c1cccc(=O)n1C2 (configuration not stated) | -11% | -5% | -8% | 2.9% | 10%
CCOC(=O)Cn1c(S(=O)(=O)Cc2ccccc2)nc2ccccc21 | 2% | 2% | -6% | 0.2% | -2% | VEEV TC-83 Vero 10K pilot screen=0.3
Cc1cc(Cl)c(S(=O)(=O)Nc2ccon2)cc1OCC(=O)NC1CCCCC1 | -3% | -3% | -1% | 1.9% | 6%
COC(=O)c1cccc(NC(=O)CC2NCCNC2=O)c1 (configuration not stated) | 1% | -3% | -1% | 1.5% | -10%
Cc1cc(NC(=O)COC(=O)C2CC(=O)N(c3ccc(Br)cc3)C2)no1 (configuration not stated) | 0% | 1% | 2% | 0.7% | -2%
O=C(Nc1ccc2c(c1)C(=O)OC2)c1ccc(F)cc1F | 10% | 4% | -1% | 0.4% | 0%
CCN(C(=O)CSc1nnc(-c2c[nH]c3ccccc23)n1C1CC1)C1CCS(=O)(=O)C1 (configuration not stated) | x | -4% | -17% | 1.6% | 4%

Brought forward from above: 2 entries, followed by the next part.
SMILES | Salmonella PhoP GFP | M. tuberculosis HTS | H1N1 NS1A inhibition | VEEV TC-83 Vero | M. tuberculosis | others
O=C(Nc1ccc2c(c1)C(=O)OC2)c1ccc(F)cc1F | 10% | 4% | -1% | 0.4% | 0%
CCN(C(=O)CSc1nnc(-c2c[nH]c3ccccc23)n1C1CC1)C1CCS(=O)(=O)C1 (configuration not stated) | x | -4% | -17% | 1.6% | 4%
CCOC(=O)c1c(C)n(OCc2ccccc2)c2ccc3nonc3c12 | -7% | -5% | -9% | 0.6% | -5%
COc1ccc(N2CCN(CCCNC(=O)C3CCCN(S(=O)(=O)c4cnc[nH]4)C3)CC2)cc1 (configuration not stated) | -16% | -11% | -2% | 0.9% | -2%
COc1ccc(OC)c(NC(=S)NCCN2CCOCC2)c1 | -4% | -3% | 9% | 0.6% | -12%
Cn1c(=O)c2c(-c3ccccc3)n(-n3cnnc3)cc2n(C)c1=O | -2% | -6% | -15% | 9.2% | 26%
CC(Cc1n[nH]c(=S)n1N)c1ccccc1 (configuration not stated) | -13% | -3% | -20% | 1.7% | -10%
CSCCC(NS(=O)(=O)c1cccc(C(F)(F)F)c1)C(=O)N1CCN(C(=O)c2ccco2)CC1 (configuration not stated) | x | x | -2% | 1.4% | x
O=C(NNC(=S)Nc1ccc(Cl)cc1)c1ccccc1 | -11% | -16% | 15% | 0.4% | 37%
COc1cc2c(c(OC)c1OC)-c1ccc(NC(=O)c3ccccc3)c(=O)cc1[C@@H](NC(C)=O)CC2 | 4% | 54% | 5% | i | 41%
S=C(c1ccc(-c2ccccc2Cl)o1)N1CCCCC1 | 3% | 5% | 5% | 0.2% | 75%
Cc1cc(C)c2[nH]c(=O)c(CN(Cc3ccco3)C(=S)NCC3CCCO3)cc2c1 (configuration not stated) | -17% | 10% | -8% | 11% | 4%
Cc1ccc(C)c(NC(=O)CCc2nnc3ccc(N4CCCCC4)nn23)c1 | 5% | 6% | 2% | 4.2% | 16%
COC(=O)c1ccc(OCCOCCOc2cccc3ccc(C)nc23)cc1 | -4% | 7% | -1% | 0.4% | 40%
Cc1nn(Cc2ccccc2Cl)c(C)c1NC(=O)c1noc2c1CCCCC2 | 1% | -13% | 19% | i | 12%
O=C(c1ccc(Cl)c(S(=O)(=O)N2CCCC2)c1)N1CCOCC1 | -7% | -10% | -8% | 0.7% | -4%
COC(=O)[C@@H](C)NC(=O)c1ccc2oc(CCc3ccccc3)nc2c1 | -7% | -3% | 5% | 3.0% | -7%
CCC1C(c2ccccc2)N(C)C(c2ccccc2)CC1(O)c1ccccc1 (configuration not stated) | -4% | 23µM* | 6% | 0.5% | 38%
COC(=O)c1ccc(N2CCOCC2)c(NC(=O)c2cc3ccccc3o2)c1 | x | x | -5% | 0.7% | x
Cc1[nH]c(C)c(S(=O)(=O)Nc2ccccc2Cl)c1C(=O)N1CCCC1 | 3% | -1% | 12% | i | -4%
CCN1C(=O)[C@H]2[C@@H](c3ccc(Cl)cc3)N3C(=O)CN(CC4CC4)C(=O)[C@@]3(Cc3ccccc3)[C@H]2C1=O | 2% | 1% | 1% | 0.2% | 11%
CCc1ccc(N2CC(C(=O)OCC(=O)c3c(N)n(CC(C)C)c(=O)n(C)c3=O)CC2=O)cc1 (configuration not stated) | 5% | -2% | -4% | 7.5% | 1%
CCN(CC(=O)NCc1cccnc1)S(=O)(=O)c1ccc(OC)cc1 | 1% | -2% | -1% | 1.5% | -9%
COC(=S)N/C(=N\S(=O)(=O)c1ccc(Cl)cc1)c1ccccc1 | 3% | 3% | -1% | i | 29%
Cc1ccc(S(=O)(=O)c2nc(-c3ccco3)oc2SC(C)C)cc1 | -13% | 0% | 0% | 0.8% | 14%
CCOC(=O)c1cc2nc(-c3ccccc3)cc(C)n2n1 | -1% | -24% | -7% | 1.9% | -7%
Cc1ccc2nc(N3CCN(Cc4nnnn4C4CCCC4)CC3)c(C#N)cc2c1 | -7% | 1% | -13% | 3.2% | -7%
COc1ccccc1-c1noc(CCCC(=O)N2CCOCC2)n1 | -4% | 1% | x | i | -9%
C=C(C(=O)c1ccccc1)C(C(=C)C(=O)c1ccccc1)c1ccc(OC)cc1 | -3% | -6% | -14% | >25µM* | -1%
CCOCCCN(C)C1CCN(C(=O)c2oc3ccccc3c2NC(=O)c2ccc(F)cc2)CC1 | 7% | 6% | 3% | i | 0%
Cc1cccc(C(=O)Oc2ccccc2/C=N/NC(=O)c2ccc(NC(=O)C(C)(C)C)cc2)c1 | -4% | 9% | -8% | 9.5% | 7%
Cc1nc2c(=O)n(-c3ccc(F)cc3F)nc(C)c2s1 | -4% | 11% | -3% | i | 40%
Cc1cccn2c(=O)c3cc(C(=O)NC4CCCC4)c(=N)n(C4CCCCC4)c3nc12 | 4% | 5% | -5% | i | 17%
CCc1ccccc1NC(=O)c1ccc2c(O)c(S(=O)(=O)c3ccc(OC)cc3)c(=O)[nH]c2c1 | -17% | -5% | 13% | i | -16%
CCN1C(=N)N(c2ccccc2)C(=O)C(CC)(CC)C1=O | x | x | -22% | 0.1% | x
COC(=O)c1ccccc1NC(=O)CSc1nnnn1-c1ccc(C)cc1C | 2% | -2% | 5% | 0.4% | -2%
O=C(NCCCc1ccccc1)c1cc(COc2c(F)cccc2F)on1 | -33% | 8% | 4% | 1.3% | 27%
CCOc1nc2ccccc2nc1NS(=O)(=O)c1ccccc1 | -12% | -7% | -6% | i | 13%
COc1cccc(OCc2cc(C(=O)N3CCCC3c3ccccn3)no2)c1 (configuration not stated) | 2% | 7% | -1% | 6.5% | 6%
CCOC(=O)CC(=O)NC1(Cc2ccc(O)cc2)CCCCC1 | 2% | -1% | -13% | i | -6% | VEEV TC-83 Vero 10K pilot screen=0.0
OCCn1nc(-c2ccccc2)cc1-c1ccccc1 | -1% | 5% | 21% | i | 16%
O=C1C2CC=CCC2C(=O)N1c1cccc(OS(=O)(=O)c2ccc3ccccc3c2)c1 (configuration not stated) | 11% | 4% | 6% | 0.2% | -1%

Reprinted from the listing for reference:
SMILES | Salmonella PhoP GFP | M. tuberculosis HTS | H1N1 NS1A inhibition | VEEV TC-83 Vero | M. tuberculosis | others
CCOc1nc2ccccc2nc1NS(=O)(=O)c1ccccc1 | -12% | -7% | -6% | i | 13%
COc1cccc(OCc2cc(C(=O)N3CCCC3c3ccccn3)no2)c1 (configuration not stated) | 2% | 7% | -1% | 6.5% | 6%
CCOC(=O)CC(=O)NC1(Cc2ccc(O)cc2)CCCCC1 | 2% | -1% | -13% | i | -6% | VEEV TC-83 Vero 10K pilot screen=0.0
OCCn1nc(-c2ccccc2)cc1-c1ccccc1 | -1% | 5% | 21% | i | 16%
O=C1C2CC=CCC2C(=O)N1c1cccc(OS(=O)(=O)c2ccc3ccccc3c2)c1 (configuration not stated) | 11% | 4% | 6% | 0.2% | -1%

More structures follow:
SMILES | Salmonella PhoP GFP | M. tuberculosis HTS | H1N1 NS1A inhibition | VEEV TC-83 Vero | M. tuberculosis | others
COCCn1c(=S)[nH]c2cc(C(=O)N3CCc4ccccc43)ccc2c1=O | 1% | 1% | -4% | i | 4%
O=C(N=C1c2ccccc2CN1c1cccc(Cl)c1)c1cccnc1 | -5% | 5% | 2% | 0.8% | 39%
c1ccc(N2CCN(CCc3nnc4n3CCCCC4)CC2)cc1 | -7% | 2% | -1% | i | -7%
O=C(/C=C/c1cccs1)N1CCC2(CC1)Oc1ccc(Cl)cc1C(=O)C21CC(c2ccc(Cl)cc2)=NO1 (configuration not stated) | -19% | -3% | 8% | i | 29%
O=C(Cc1ccccc1)NNC(=O)c1ccccc1C(=O)O | 7% | -4% | -14% | 1.3% | -1%
O=C(C1CC(=O)N(c2ccccc2)C1)N1CCN(C2=NS(=O)(=O)c3ccccc32)CC1 (configuration not stated) | 1% | -7% | 6% | 0.7% | 8%
CCn1c2ccccc2c2cc(NC(=O)COC(=O)c3ccc(O)cc3)ccc21 | 6% | 53% | -16% | 12% | 44%
Cc1ccc(NC(=O)CSCC(=O)N2CCN(c3cccc(C(F)(F)F)c3)CC2)cc1 | 6% | 4% | -6% | 3.0% | 28%
CCOc1cc(C2C(C(=O)OC)=C(C)N=C3SC(C)C(=O)N32)ccc1OC(C)=O (configuration not stated) | 6% | 0% | 1% | 1.6% | 5%
Cc1ccc(Sc2nc(-c3ccccc3)nnc2C(F)(F)F)cc1 | -7% | 18% | 5% | i | 48%

Three compounds out of the list, sorted by length of the SMILES, low to high:
SMILES | Salmonella PhoP GFP | M. tuberculosis HTS | H1N1 NS1A inhibition | VEEV TC-83 Vero | M. tuberculosis | others
O=C(Cc1ccccc1)NNC(=O)c1ccccc1C(=O)O | 7% | -4% | -14% | 1.3% | -1%
Cc1ccc(Sc2nc(-c3ccccc3)nnc2C(F)(F)F)cc1 | -7% | 18% | 5% | i | 48%
CCn1c2ccccc2c2cc(NC(=O)COC(=O)c3ccc(O)cc3)ccc21 | 6% | 53% | -16% | 12% | 44%

Later entries.
SMILES | Salmonella PhoP GFP | M. tuberculosis HTS | H1N1 NS1A inhibition | VEEV TC-83 Vero | M. tuberculosis | others
COC(=O)c1sccc1NC(=S)Nc1ccccc1 | -18% | -2% | 0% | i | -15%
O=C(c1cccc(N2C(=O)C3C4C=CC(C4)C3C2=O)c1)N1CCCc2ccccc21 (configuration not stated) | 10% | -3% | 5% | 0.8% | 1%
Cc1ccc(Cn2c(N)nc3ccccc32)cc1 | 9% | 24% | -8% | i | 12%
N#Cc1ccc(Oc2c(Cl)cncc2Cl)cc1 | 4% | -4% | -3% | 2.7% | 0%
Cc1c(-n2c(CN3C(=O)c4ccccc4C3=O)nc3ccccc3c2=O)c(=O)n(-c2ccccc2)n1C | -3% | -6% | 11% | 0.8% | -12%
Cc1cc(-c2ccc(S(=O)(=O)N3CCc4ccccc4C3)s2)on1 | 5% | 7% | -15% | i | -11%
CC1(C)C[C@@H]2C[C@@](C)(CN2C(=O)c2cc(COc3cccc(C(F)(F)F)c3)on2)C1 | -4% | 7% | -1% | i | 14%
COc1ccc(/C=C2/NC(=O)CNC2=O)cc1 | -9% | -2% | -1% | 0.1% | -2%
CN1CCN(C(=S)NC(=O)c2ccccc2Br)CC1 | -5% | -1% | 22% | 4.4% | 12%
COc1ccc2[nH]c(C)c(C(=O)CN3CCc4cc(OC)c(OC)cc4C3)c2c1 | -2% | -4% | 11% | 8.6% | 33%
Cc1cc(NC(=O)C(C)SCC(=O)OCC(=O)Nc2c(C)cccc2C(C)C)no1 (configuration not stated) | x | 1% | -3% | i | 8%
O=C(N/N=C/c1ccccc1O)c1cc(=O)[nH]c2ccccc12 | 15% | -1% | x | x | 18%
CCOC(=O)c1c(C)n(-c2ccc(OC)cc2)c2c(C/C(C)=N/O)c(Br)c(OC)c(O)c12 | 13% | 4% | -20% | i | -17%
CCc1n[nH]c(=S)n1/N=C/c1cc(Br)c(OC)cc1OC | -5% | -21% | 7% | 0.5% | -12%
CCOc1ccc(S(=O)(=O)NCCSCc2ccco2)cc1 | 13% | 8% | -5% | i | 24%
CC(=O)O[C@H]1CC[C@@]2(C)C(=CC[C@@H]3[C@@H]2CC[C@]2(C)C(=O)CC[C@@H]32)C1 | -8% | 10% | -1% | i | 0%
CN(CC(=O)Nc1ccccc1Cl)C(=O)c1ccc(-c2cccc(C(F)(F)F)c2)o1 | 4% | 7% | 12% | 4.7% | 10%
CC(NC(=O)COC(=O)c1ccccc1SCC(=O)N1CCCC1)c1ccccc1 (configuration not stated) | 1% | 0% | -2% | 7.2% | -17%
O=C(CN1C(=O)NC2(CCCC2)C1=O)Nc1cccc(C(F)(F)F)c1 | 10% | 4% | 9% | i | -7%
